MOR-DOR ag – agonists of OPRM1-OPRD1 heterodimerization, primary screen, cell-based, luminescence. Mu-type opioid receptor (Homo sapiens) + Delta-type opioid receptor (Homo sapiens), …. activation, % at 9.3 µM. cells. actives 0.3% (n = 340,000). AID 504326, 2011; in the data active means activation above about 18%;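 further: 0% = vehicle-treated cells and 100% = reference agonist; values of inactives mirror those of a sister screen read the other way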
Target sequence (P35372 whole entry, looked up): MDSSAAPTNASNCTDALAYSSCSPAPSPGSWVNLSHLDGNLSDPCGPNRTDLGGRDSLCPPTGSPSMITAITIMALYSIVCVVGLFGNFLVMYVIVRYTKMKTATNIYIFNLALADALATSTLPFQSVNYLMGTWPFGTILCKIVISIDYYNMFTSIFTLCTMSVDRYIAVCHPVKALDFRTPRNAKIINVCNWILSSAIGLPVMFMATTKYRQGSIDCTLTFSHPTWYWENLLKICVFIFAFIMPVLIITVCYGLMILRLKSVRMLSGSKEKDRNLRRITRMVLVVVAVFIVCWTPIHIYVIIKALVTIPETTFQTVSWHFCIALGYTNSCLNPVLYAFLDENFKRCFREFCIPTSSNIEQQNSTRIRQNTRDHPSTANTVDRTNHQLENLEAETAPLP
Target sequence (P41143 whole entry, looked up): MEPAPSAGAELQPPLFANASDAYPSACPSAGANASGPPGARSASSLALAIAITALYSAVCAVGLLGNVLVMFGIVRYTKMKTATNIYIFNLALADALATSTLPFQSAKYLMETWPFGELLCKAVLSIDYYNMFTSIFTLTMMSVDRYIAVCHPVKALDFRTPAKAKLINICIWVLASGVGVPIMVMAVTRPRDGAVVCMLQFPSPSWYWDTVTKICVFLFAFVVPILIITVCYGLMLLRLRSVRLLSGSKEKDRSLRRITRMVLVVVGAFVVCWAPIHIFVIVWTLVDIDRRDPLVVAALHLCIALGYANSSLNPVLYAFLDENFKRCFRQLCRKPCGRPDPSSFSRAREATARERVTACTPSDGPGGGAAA
SUMO Mot1 rescue – yeast Mot1-301 growth rescue at high temperature, primary screen, SUMOylation pathway inhibitor project, S. cerevisiae, ATP luminescence, 38.5C; actives 1% (n = 320,000); growth rescue, % at 18.8 µM; S. cerevisiae Mot1-301 growth rescue; percent above DMSO median, 100 means doubled; AID 2716, 2010;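 active means every valid replicate shows activation above 250% relative to neutral control wells; inactive means the rest, any valid replicate at or below 250%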;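 further: OY570 slx delta 5 strain wells were the positive control but not used for scaling; some compounds called inactive have numbers as strong as hits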
AddAB inh – growth inhibition of E. coli expressing H. pylori AddAB, primary screen, AddAB inhibitor project, absorbance; inhibition, % at 11.9 µM; actives 0.29% (n = 330,000); AID 435030, 2010; in the data active means inhibition above about 12%;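 further: 0% = vehicle wells of infected cells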
PfHsp90 yeast 2 – growth inhibition of PfHsp90-expressing yeast, primary screen, antimalarial PfHsp90 inhibitor project, S. cerevisiae, BacTiter-Glo luminescence, single point, set 2. BacTiter-Glo ATP, 48 h; yeast lacking PDR1 and PDR3 efflux regulators. inhibition, % at 9.4 µM. actives 0.32% (n = 310,000);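 active means every replicate shows inhibition above about 80%, whatever the replicate mean, limit read from the data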;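 further: 0% = DMSO neutral controls and 100% = 20 µM radicicol positive controls; yeast relying on Plasmodium falciparum Hsp90 in place of its own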
HTR5A inv ag – HTR5A inverse agonists in luminescence cell assay, primary screen, counter-screen for OPRM1-OPRD1 heterodimer inverse agonist project, full-deck HTS; HTR5A cell line, inverse agonism; actives 0.083% (n = 340,000); AID 504634, 2011; 5-hydroxytryptamine receptor 5A (Homo sapiens), P47898; inhibition, % at 9.3 µM; in the data active means inhibition mostly above about 23%, no sharp cut-off; inactive means mostly below about 18%;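 further: 0% = cells with DMSO and 100% = no-cell wells with DMSO; some compounds called inactive have numbers as strong as hits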
MOR-DOR inv ag – inverse agonists of MOR-DOR heterodimerization, primary screen, cell-based, luminescence; cell-based MOR-DOR heterodimer luminescence, inverse agonism; AID 504357, 2011; actives 0.21% (n = 340,000); inhibition, % at 9.3 µM; in the data active means inhibition above about 22%, passing the limit was not always enough;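 further: 0% = cells with DMSO and 100% = wells without cells with DMSO; values of inactives mirror those of a sister screen read the other way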
DSG3 Ab inh – inhibitors of pemphigus antibody binding to DSG3, primary screen, biochemical, bead-based, flow cytometry, scFv-GFP; actives 0.48% (n = 310,000); AID 588358, 2011; binding (percent of control), % at 10 µM; Desmoglein-3 (Homo sapiens), P32926; DSG3-coupled beads, scFv-anti-DSG3-GFP binding; active compounds read low;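 active means binding more than 3 SD below its plate's average and above zero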;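 further: hits lower antibody fragment binding to DSG3; some compounds called inactive have numbers as strong as hits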
HTR5A ag ctr – HTR5A agonists in luminescence cell assay, primary screen, counter-screen for OPRM1-OPRD1 heterodimer agonist project, full-deck HTS; 5-hydroxytryptamine receptor 5A (Homo sapiens), P47898; cell-based; activation, % at 9.3 µM; actives 0.61% (n = 340,000); in the data active means activation mostly above about 9.5%, no sharp cut-off; inactive means mostly below about 7.6%;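 further: 0% = cells with vehicle only and 100% = reference agonist; strong numbers were not always called active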
phage Ecoli inh – growth loss of phage-infected E. coli, primary screen, RecBCD inhibitor project, absorbance, with phage, HTS; inhibition, % at 11.9 µM; actives 0.26% (n = 360,000); AID 651602, 2012; in the data active means inhibition above about 11%
Ecoli viability – E. coli V3065 growth inhibition, primary screen, counter-screen for AddAB inhibitor project, absorbance, OD600 | 18 h | inhibition, % at 11.9 µM | actives 0.27% (n = 330,000) | AID 449728, 2010;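 active means inhibition above the campaign's mean inhibition across all tested compounds plus 3 SD, cut at about 9.9% in these data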;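 further: uninfected addAB+ strain grown without phage in ampicillin broth; 0% = DMSO wells and 100% = ciprofloxacin 0.95 µg/ml wells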
PKA-R1A activ – activators of PKA-R1A holoenzyme, primary screen, biochemical, fluorescence polarization, Cy5-IP20, bovine R1A, mouse PKAc | cAMP-dependent protein kinase type I-alpha regulatory subunit (Bos taurus) + … | PKA-R1A dissociation; scaled: DMSO 0%, 113 µM cGMP 100% | activation, % at 11.4 µM | actives 0.083% (n = 340,000) | AID 504707, 2011;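 active means percent activation above the mean of all tested compounds plus 3 SD, cut at about 19% in these data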;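 further: higher means more PKAc released from R1A so a rise in polarization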
An asterisk follows results filed as active; nt = no result given.

Values run as follows: MOR-DOR ag | SUMO Mot1 rescue | AddAB inh | PfHsp90 yeast 2 | HTR5A inv ag | MOR-DOR inv ag | DSG3 Ab inh | HTR5A ag ctr | phage Ecoli inh | Ecoli viability | PKA-R1A activ
1: Cc1ccc2occ(/C=N/NC(=O)c3ccccc3O)c(=O)c2c1
  -0.9 | -2 | 10 | 14 | -11 | 5 | nt | 1 | 5.2 | 7.8 | -3
2: C[C@H](CO)N1C[C@H](C)[C@@H](CN(C)S(=O)(=O)c2cn(C)cn2)Oc2c(NS(=O)(=O)c3ccccc3)cccc2C1=O
  -2.5 | 3 | 3.9 | 14 | 1 | 12 | 93 | 0 | 2.8 | -1.2 | -2
3: CC(=O)c1ccc2noc(-c3ccccc3)c2c1
  0.4 | -17 | -1.7 | 5 | -45 | -2 | 101 | 4 | 3.1 | 0.0 | -6
4: CCOc1cc(C(C(=O)NCC2CCCO2)N(C(=O)Cn2nnc3ccccc32)c2ccccc2OC)ccc1O (centres undefined)
  0.2 | 2 | 2.8 | 23 | 4 | -2 | 97 | 2 | 1.5 | 1.3 | 13
5: Cc1ccc(F)c(NC=C2C(=O)OC(C)(C)OC2=O)c1
  1.3 | -14 | 1.1 | -5 | 8 | -8 | 119 | 18 | 1.6 | -0.9 | 5
6: CCC(C)NC(=O)C1CCC(=O)N1CCc1ccccc1 (centres undefined)
  -2.9 | 3 | 0.7 | 8 | 12 | 13 | 93 | -3 | -0.8 | -1.1 | -10
7: COc1ccc2[nH]cc(CCNC(=O)C3CC(=O)N(c4ccc(Cl)cc4)C3)c2c1 (centres undefined)
  1.6 | -18 | 0.8 | -16 | -87 | -12 | nt | 33* | 2.1 | 0.2 | -15
8: COC(=O)CCNS(=O)(=O)c1ccc2ccccc2c1
  -3.7 | 3 | 1.2 | 26 | 11 | 20 | 124 | 0 | 2.0 | 2.2 | -6
9: CCOC(=O)N1CCC(Nc2c(Nc3ccc(C)c(C)c3)c(=O)c2=O)CC1
  0.7 | -2 | -4.1 | -8 | 4 | -4 | 112 | 4 | 3.0 | 0.1 | 3
10: O=C(/C=C/c1ccc(S(=O)(=O)N2CCOCC2)cc1)NC(=S)NCCCn1ccnc1
  -1.5 | -6 | -0.7 | -43 | -9 | 7 | 100 | 4 | 2.8 | -2.9 | 3
11: CCc1ccccc1NC(=O)N[C@H](C(=O)O)C(C)CC (some centres undefined)
  -1.4 | 8 | 1.7 | -2 | 1 | 8 | 102 | -6 | 3.5 | 0.4 | -5
12: Cc1ccnc(N2C(=O)CSC2c2ccc(Cl)cc2)c1 (centres undefined)
  -1.3 | -5 | 7.5 | 3 | 10 | 8 | 95 | -4 | 1.0 | 2.3 | -4
13: O=C(NC(=S)NCCc1ccccc1)C1CCCCC1
  3.2 | -12 | 0.5 | 1 | -6 | -16 | 100 | 2 | 2.5 | 0.8 | -10
14: O=c1ccccn1Cc1c(F)cccc1Cl
  -1.6 | 82 | 0.5 | 4 | -33 | 9 | 76 | -1 | 2.9 | -1.7 | 2
15: COc1cc(/C=C2/C(=O)N=C(N)N2C)cc(OC)c1OC
  -3.2 | 0 | -1.6 | -65 | -9 | 16 | 102 | 4 | nt | 0.4 | -4
16: NC(=O)CSc1ccc(S(=O)(=O)N2CCCCC2)cn1
  -3.4 | -2 | 0.9 | 1 | -18 | 13 | 125 | -2 | 2.7 | 3.5 | -7
17: O=C1C=C(O)C(n2cncn2)C(c2ccc(F)cc2)C1 (centres undefined)
  0.8 | 151 | 4.6 | nt | 14 | -4 | 116 | -5 | -1.7 | -0.2 | -16
18: CCN(CC)C(=O)CN1CCN(Cc2ccc3c(c2)OCO3)CC1
  -0.7 | 5 | 4.0 | -23 | -18 | 3 | 99 | 5 | -5.0 | 1.9 | -2
19: CCOC(=O)c1cc(-c2ccc(F)cc2)n(CC(=O)Nc2nccs2)c1C
  3.3 | nt | -1.6 | -18 | 13 | -17 | 95 | -5 | 1.5 | -1.7 | -10
20: COc1ccc(N2C(=O)/C(=C\c3ccco3)N=C2SCC(=O)NC(C)(C)C)cc1Cl
  -2.0 | nt | 1.9 | -19 | 0 | 11 | 93 | 5 | 3.2 | 0.0 | 10
21: O=C(N/N=C/c1ccc[nH]1)c1ccc([N+](=O)[O-])cc1
  3.6 | -11 | -0.1 | -5 | -5 | -21 | 102 | 1 | 2.7 | -0.8 | -12
22: CC[C@]12c3[nH]c4ccc(OC)cc4c3CCN1C(=O)C(CC(=O)NCCCN(C)C)C[C@@H]2C(=O)N1CCN(C(=O)C2CC2)CC1 (some centres undefined)
  -3.3 | nt | 1.7 | 0 | -8 | 16 | 95 | 2 | 1.4 | 2.0 | -8
23: COc1cc(CN2CCCCCC2)cc(Br)c1O
  -1.4 | 4 | nt | 11 | -4 | 7 | 122 | 1 | 0.9 | nt | 4
24: CC(=O)Nc1ccc(S(=O)(=O)NNc2cccc(C)c2)cc1
  -0.6 | -16 | 0.5 | 12 | -28 | 5 | 102 | 1 | 1.4 | 3.0 | 11
25: O=C(CCN1CCN(c2ccccc2)CC1)N/N=C/c1ccc(O)c(O)c1O
  2.5 | nt | nt | -2 | 1 | -13 | 80* | 0 | 4.8 | nt | -1
26: COC(=O)c1ccccc1NC(=O)C1CCCN(S(=O)(=O)c2ccc(OC)cc2)C1 (centres undefined)
  0.0 | -2 | 3.4 | 18 | 7 | 0 | 118 | -2 | 0.9 | 0.6 | -11
27: COc1ccc(S(=O)(=O)N(C)CC(=O)N2CCN(C)CC2)cc1Cl
  -6.2 | -20 | 3.0 | -21 | 9 | 20 | 108 | 4 | 0.6 | -0.4 | 5
28: CC(=O)c1ccc(NC(=O)c2c(C)nn(-c3ccccc3)c2Cl)cc1
  1.9 | 8 | 1.2 | 19 | -2 | -14 | 110 | 1 | 1.3 | -1.6 | 3
29: Cc1cc(Br)cc(Cl)c1OCC(=O)N1CCN(C(=O)c2ccco2)CC1
  -1.1 | 43 | 2.7 | -27 | -1 | 5 | nt | 0 | 5.9 | 0.7 | 0
30: O=C(Nc1ccc(N2CCCC2)cc1)c1cc2ccccc2o1
  0.7 | 0 | 2.8 | -12 | -26 | -4 | 102 | 2 | 3.1 | 0.0 | 2
31: O=C(NCCO)c1cccc(Nc2nc(-c3ccccc3)c3cc(Cl)ccc3n2)c1
  0.9 | -11 | 0.1 | 1 | -8 | -5 | 95 | 10 | -1.8 | -2.1 | -8
32: O=c1[nH]c2cc3c(cc2cc1C(c1nnnn1CC1CCCO1)N1CCCCCC1)OCCO3 (centres undefined)
  0.2 | 13 | 0.3 | nt | 6 | -1 | 98 | 2 | 2.2 | -0.2 | 3
33: Cc1cc(Cl)cc(C)c1OCC(=O)NC1CCCCCC1
  3.1 | 14 | -0.8 | -26 | 2 | -12 | nt | 0 | 1.4 | -0.3 | -10
34: COc1cc(/C=N/NC(=O)NC2CCCCC2)cc(OC)c1O
  -1.3 | -1 | 0.6 | -28 | -16 | 7 | 76 | 6 | -2.0 | -0.3 | 2
35: Cc1ccc(S(=O)(=O)Cc2ccc(C(=O)NC3CCCCCC3)o2)cc1
  -0.1 | 12 | 1.2 | -9 | -10 | 0 | 98 | -1 | -1.9 | 1.0 | -6
36: O=c1cccccc1NN=C1CCCCCC1
  -1.6 | 1 | 6.4 | 35 | -25 | 8 | nt | 2 | 1.9 | 1.5 | -8
37: CC1CCCCN1C(=O)c1cc(S(=O)(=O)N2CCCCC2)c[nH]1 (centres undefined)
  1.7 | 12 | 0.1 | 9 | -5 | -10 | 100 | 2 | 3.4 | -1.4 | 2
38: O=C(c1ccc(S(=O)(=O)N2CCOCC2)cc1)N1CCc2ccccc21
  -0.3 | 13 | 0.8 | 14 | 2 | 2 | nt | -1 | 1.5 | -1.3 | -6
39: N#Cc1nc(-c2ccc(Cl)cc2)oc1NCC1CCCO1 (centres undefined)
  -1.9 | 474 | 0.8 | 20 | -20 | 10 | 103 | 2 | 1.7 | 0.8 | -1
40: CCOC(=O)N1CCC(NC(=O)CN2C(=O)C(CC)Oc3ccc(C)cc32)CC1 (centres undefined)
  0.2 | 1 | 2.8 | -17 | 5 | -1 | 101 | 6 | 0.6 | -0.5 | -7
41: CN(C)S(=O)(=O)c1cc(NC(=O)CN2CCOCC2)ccc1Cl
  -0.5 | 39 | 0.0 | 16 | -4 | 2 | 98 | 2 | 0.9 | 1.8 | -3
42: Cc1cc(C)n2nc(SCC(=O)c3ccccc3)nc2n1
  -2.9 | 10 | -0.1 | 2 | -22 | 16 | 100 | 8 | 1.1 | 0.7 | -3
43: COc1ccccc1C(=O)N(C1=NC(C)CS1)c1ccc(Cl)cc1 (centres undefined)
  1.8 | -10 | 1.8 | 10 | -7 | -9 | 98 | -4 | -0.1 | 3.6 | -8

Some of these compounds in order of formula weight, ascending:
Values run as follows: MOR-DOR ag | SUMO Mot1 rescue | AddAB inh | PfHsp90 yeast 2 | HTR5A inv ag | MOR-DOR inv ag | DSG3 Ab inh | HTR5A ag ctr | phage Ecoli inh | Ecoli viability | PKA-R1A activ
21: O=C(N/N=C/c1ccc[nH]1)c1ccc([N+](=O)[O-])cc1
  3.6 | -11 | -0.1 | -5 | -5 | -21 | 102 | 1 | 2.7 | -0.8 | -12
43: COc1ccccc1C(=O)N(C1=NC(C)CS1)c1ccc(Cl)cc1 (centres undefined)
  1.8 | -10 | 1.8 | 10 | -7 | -9 | 98 | -4 | -0.1 | 3.6 | -8
41: CN(C)S(=O)(=O)c1cc(NC(=O)CN2CCOCC2)ccc1Cl
  -0.5 | 39 | 0.0 | 16 | -4 | 2 | 98 | 2 | 0.9 | 1.8 | -3
40: CCOC(=O)N1CCC(NC(=O)CN2C(=O)C(CC)Oc3ccc(C)cc32)CC1 (centres undefined)
  0.2 | 1 | 2.8 | -17 | 5 | -1 | 101 | 6 | 0.6 | -0.5 | -7
32: O=c1[nH]c2cc3c(cc2cc1C(c1nnnn1CC1CCCO1)N1CCCCCC1)OCCO3 (centres undefined)
  0.2 | 13 | 0.3 | nt | 6 | -1 | 98 | 2 | 2.2 | -0.2 | 3
22: CC[C@]12c3[nH]c4ccc(OC)cc4c3CCN1C(=O)C(CC(=O)NCCCN(C)C)C[C@@H]2C(=O)N1CCN(C(=O)C2CC2)CC1 (some centres undefined)
  -3.3 | nt | 1.7 | 0 | -8 | 16 | 95 | 2 | 1.4 | 2.0 | -8
